Luciferase inh = Photinus pyralis luciferase inhibition; P08659; purified P. pyralis luciferase, luminescence, biochemical; Potency, µM (titrated, usually from 115 µM), inactives show top-dose activity change, negative = inhibition, actives largely listed as inhibitors; 76,000 tested, 2.5% active; AID 1347043; note: potency is the fitted concentration of half-maximal effect; nearly all actives have a fitted effect of over 65% in size
Target sequence (P08659 whole entry, looked up): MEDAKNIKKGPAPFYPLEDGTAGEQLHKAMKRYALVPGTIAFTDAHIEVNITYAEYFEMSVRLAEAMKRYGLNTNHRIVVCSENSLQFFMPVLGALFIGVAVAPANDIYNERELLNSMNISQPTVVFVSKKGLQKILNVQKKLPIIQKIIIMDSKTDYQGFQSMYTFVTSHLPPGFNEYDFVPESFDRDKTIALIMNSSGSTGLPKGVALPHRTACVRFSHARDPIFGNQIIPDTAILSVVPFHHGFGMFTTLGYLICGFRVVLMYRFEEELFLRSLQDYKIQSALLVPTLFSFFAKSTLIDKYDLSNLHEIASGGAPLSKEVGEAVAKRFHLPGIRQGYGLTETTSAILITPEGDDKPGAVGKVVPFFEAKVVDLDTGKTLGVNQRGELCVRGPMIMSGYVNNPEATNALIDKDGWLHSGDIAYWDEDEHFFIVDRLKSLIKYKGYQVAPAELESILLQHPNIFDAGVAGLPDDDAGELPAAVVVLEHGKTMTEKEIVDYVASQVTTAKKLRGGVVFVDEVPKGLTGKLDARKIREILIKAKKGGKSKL
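Cell-free enzyme assay, 10nM P. pyralis luciferase, luciferin and ATP each at 10uM. Inhibition profiled over a 6-point titration, read as luminescence.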
SNCA expr inhib = reduces expression of the alpha-synuclein gene; HEK-293 SNCA-luciferase knock-in, luminescence, 24 h; Potency, µM (highest dose often 57.2 µM), for the others: top-dose activity change, negative = inhibition, usual class: inhibitors; 140,000 tested, 0.17% active;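 note: potency is the fitted concentration of half-maximal effect; plate controls were DMSO cells for no effect and cell-free wells for full effect; nearly all actives have a fitted effect of over 45% in size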
GPT2 inhibitor = GPT2 alanine aminotransferase inhibition; 100,000 tested, 0.25% active; Potency, µM (series often up to 57.7 µM), for the others: at the highest dose activity change, negative = inhibition, most hits filed as inhibitors; Q8TD30; Recombinant GPT2, coupled pyruvate oxidase/HRP Amplex Red fluorescence; note: potency is the fitted concentration of half-maximal effect; nearly all actives have a fitted effect of over 60% in size; many of its hits are not listed in these tables
Target sequence (Q8TD30 whole entry, looked up): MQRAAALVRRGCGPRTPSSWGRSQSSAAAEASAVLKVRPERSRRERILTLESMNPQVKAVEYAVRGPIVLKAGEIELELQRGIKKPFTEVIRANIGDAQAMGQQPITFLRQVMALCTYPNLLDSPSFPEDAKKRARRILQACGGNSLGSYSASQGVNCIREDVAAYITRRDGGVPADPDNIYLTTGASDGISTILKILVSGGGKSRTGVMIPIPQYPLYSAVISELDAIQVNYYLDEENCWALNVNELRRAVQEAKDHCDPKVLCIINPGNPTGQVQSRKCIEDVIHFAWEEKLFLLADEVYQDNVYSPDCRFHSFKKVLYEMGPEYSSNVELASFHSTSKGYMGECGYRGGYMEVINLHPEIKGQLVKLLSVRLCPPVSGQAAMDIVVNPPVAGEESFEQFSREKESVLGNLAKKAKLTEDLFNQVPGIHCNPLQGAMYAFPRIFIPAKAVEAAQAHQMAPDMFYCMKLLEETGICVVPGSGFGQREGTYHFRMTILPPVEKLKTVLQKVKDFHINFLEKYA
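Inhibition is scored from Amplex Red fluorescence generated when pyruvate oxidase and HRP act on pyruvate released by GPT2. Reactions contain 10ng/uL enzyme, 250uM a-KG and 2mM L-alanine and run 30 min at room temperature.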
HEK cytotox = cytotoxic compounds in HEK 293 cells. Potency, µM (series often up to 115 µM), for inactives: at the top dose activity change, negative = cytotoxicity, most hits filed as inhibitors. AID 1345083. HEK 293 viability, ATP luminescence (CellTiter-Glo), 48-72 h. 94,000 tested, 6.6% active; note: potency is the fitted concentration of half-maximal effect; nearly all actives have a fitted effect of over 60% in size
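HEK 293 cells at 250 cells/well were exposed to compounds by pintool transfer for 48 or 72 hr at 37 degree Celsius, 5% CO2. Viability was read as ATP-coupled luminescence with CellTiter-Glo after 10 min at room temperature.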
HEK293 viab = cell viability loss counter-screen. Potency, µM (titrated, usually from 57.1 µM), inactives show at the top dose activity change, negative = cytotoxicity, most hits filed as cytotoxic. 150,000 tested, 0.12% active. HEK-293-SNCA-luc viability, GF-AFC fluorescence, 24 h;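 note: potency is the fitted concentration of half-maximal effect; 0% = DMSO-treated cells and -100% = medium-only wells without cells; nearly all actives have a fitted effect of over 30% in size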
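Cytotoxicity counterscreen: after 24 h compound treatment of genome-edited SNCA-luciferase HEK-293 cells, live-cell protease substrate GF-AFC read by fluorescence after 30 min; activity scaled between DMSO (0%) and medium-only (-100%), curves Hill-fitted.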
NIH3T3 tox = kills NIH 3T3 cells | NIH 3T3 viability, CellTiter-Glo ATP luminescence, 48-72 h | Potency, µM (titrated, usually from 96.7 µM), without a hit: at the top dose activity change, negative = cytotoxicity, usual class: inhibitors | 94,000 tested, 4.3% active | AID 1345082; note: potency is the fitted concentration of half-maximal effect; nearly all actives have a fitted effect of over 55% in size
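Mouse fibroblast NIH 3T3 cells, 400 per well, received compound via pintool and were incubated for 48 or 72 hr prior to CellTiter-Glo ATP luminescence measurement.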
IP6K1 inhibitor = blocks human inositol hexakisphosphate kinase 1; Q92551; IP6K1 kinase, ADP-Glo luminescence, 2 h; hits give low values; activity change, % (series mostly up to about 58 µM); 140,000 tested, 0.81% active; in the data active = activity change below about -25%
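ADP-Glo luminescence measures ADP made by human IP6K1 during a 2 h RT reaction with ATP/IP6 (mix at 1.3 mM/130 uM); top library doses 57.5 and 19.1 uM final.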
* hit, by the source's call; i = inactive; ? = inconclusive; . = no result given; & = joins results of further samples; [ ] = another dose, or the depositor's remark. Unless noted, calls come from the whole dose curve; as a rule, active = well fitted curve in the direction sought with a large enough effect; inconclusive = small, poorly fitted or top-dose-only effect, or another doubt; inactive = no such curve, though single readings can be large; an effect the other way counts as inactive or inconclusive. Unless noted, % is set by controls: 0 for no effect and ±100 for the full control effect. Only part of the results is shown, so the mix of outcomes need not match the whole.

nr	structure	HEK293 viab	IP6K1 inhibitor	Luciferase inh	GPT2 inhibitor
1	O=C(NCCc1ccc(Cl)cc1)c1nc(-c2ccc(Cl)cc2Cl)c2cnccn12	0%	-15	.	-1%
2	C=CCNC(=O)N1CC[C@H]2CC(=O)N(C3CCCCC3)CC[C@H]2C1	4%[87.6 µM]	3	6%[172 µM]	1%[88.5 µM]
3	NC(=O)[C@@H](Cc1ccccc1)NC(=O)C1=C[C@@H](NC(=O)CS(=O)(=O)c2ccccc2)[C@@H](O)[C@H](O)C1	2%	7	0%	-3%
4	CC1(c2ccccc2)N(Cc2ccc(O)cc2)C(=O)OC12CCN(C(=O)c1ccccc1)CC2 (stereo unspecified)	5%	-7	-5%	i
5	COc1ccc(C(=O)N2CCC(Cn3c(C)cnc3-c3cccnc3)CC2)c(OC)c1	-1%	-5	0%	-10%
6	COc1ccc(CN2CCCC3(C2)NC(=O)c2ccccc2O3)cc1 (stereo unspecified)	2%	17	-7%	?
7	COCCOCc1nc(C2CCN(C(=O)CC3CCCCC3)C2)no1 (stereo unspecified)	1%	-9	.	5%
8	CCCN1CC(Oc2cccc(C(=O)N3CCOCC3)c2)C1	8%	-5	-9%	i

nr	SNCA expr inhib	HEK cytotox	NIH3T3 tox
1	7%	?	-26%
2	6%[87.6 µM]	i	-1%[174 µM]
3	-23%	1%	-2%
4	0%	?	?
5	10%	i	i
6	30%[activator]	-27%	-27%
7	5%	-10%	-14%
8	?	0%	-12%

Next structures follow.
nr	structure	HEK293 viab	IP6K1 inhibitor	Luciferase inh	GPT2 inhibitor
9	CCCCn1c(=O)c(C(=O)NCc2ccccn2)nc2cccnc21	9%[87.6 µM]	12	.	i
10	O=C(c1cc2cn(C3CC3)cc2s1)N1CCN(c2ccccn2)CC1	6%	1	?	2%
11	O=C(NCCC1CCN(C(=O)Nc2ccccc2)CC1)c1ccc(F)cc1	6%	10	?	-4%
12	O=C(NCc1cccc(F)c1)N1CCCC(Cn2cnc3cccnc32)C1 (stereo unspecified)	9%	-2	12%	i
13	Cc1ccc(C(=O)N2CCc3[nH]nc(C(=O)NCCCc4ccccc4)c3C2)cc1F	8%	5	.	-3%
14	O=C(NC1CC(=O)N(c2cccc(F)c2)C1)c1cccs1 (stereo unspecified)	1%	10	.	.
15	CCn1nccc1C(=O)N1CCC(c2noc(-c3cnccn3)n2)C1 (stereo unspecified)	0%	5	-3%	-6%
16	Cc1ccc2nc3n(c2c1)[C@@H](CNS(=O)(=O)c1ccc(C#N)cc1)COC3	-7%[87.6 µM]	-2	1%[172 µM]	-13%[88.5 µM]

nr	SNCA expr inhib	HEK cytotox	NIH3T3 tox
9	22%[87.6 µM]	-1%[172 µM]	?
10	0%	?	-4%
11	70%[activator]	2%	-5%
12	7%	6%	-4%
13	?	?	?
14	-8%	.	.
15	-22%	-4%	-5%
16	-19%[87.6 µM]	-21%[172 µM]	?

(continued)
nr	structure	HEK293 viab	IP6K1 inhibitor	Luciferase inh	GPT2 inhibitor
17	CCc1nc2ccc(C(=O)NCc3ccc(SC)cc3)cc2nc1CC	-24%	5	.	.
18	NC(=O)CCNC(=O)C1=C[C@@H](NC(=O)Nc2ccc(F)cc2F)[C@@H](O)[C@H](O)C1	0%[87.6 µM]	-6	0%[172 µM]	1%[88.5 µM]
19	COc1cc(CN(C)C2CCOc3ccccc32)ccc1F (stereo unspecified)	-7%[87.6 µM]	-5	-7%[172 µM]	i
20	O=C(C1CCCC1)N1CCC(C(=O)N2CCCN(Cc3cccnc3)CC2)CC1	-11%	-4	5%	1%
21	COc1ccc(-c2ccc(C(=O)NCC#N)cc2)nn1	.	17	.	.
22	CN1Cc2ncnc(N3CCN(Cc4ccccc4)CC3)c2CN(c2ccc([N+](=O)[O-])cc2)C1=O	-6%	-11	5%	i
23	Cn1ncc2c(C(=O)N3CCCCC3)cc(-c3ccccc3F)nc21	.	1	.	.
24	COc1ccc(-c2nc3c(C)cccc3cc2CN2CCC[C@H]2CO)cc1OC	?	-7	-15%	i

nr	SNCA expr inhib	HEK cytotox	NIH3T3 tox
17	167%[activator]	.	.
18	9%[87.6 µM]	2%[172 µM]	3%[174 µM]
19	-17%[87.6 µM]	?	?
20	13%	-4%	-7%
21	.	-18%[172 µM]	-11%[138 µM]
22	-1%	-8%	?
23	.	?	?
24	-4%	?	?

The list continues.
nr	structure	HEK293 viab	IP6K1 inhibitor	Luciferase inh	GPT2 inhibitor
25	COCCOC1CCN(C(=O)c2ccccc2)CC1	6%[12.5 µM]	10	8%	i
26	Cc1cc(C)cc(NC2=N[C@H]3[C@@H](O)[C@H](O)C[C@H](C(=O)N4CCC(C(N)=O)CC4)[C@H]3S2)c1	2%	6	8%	i
27	Cc1ccc2oc(-c3cccc(NC(=O)Cc4ccc(Cl)cc4)c3)nc2c1	-10%	2	.	.
28	Cc1ccc(C)c(N2CCN(c3nc4ccccc4c(=O)n3-c3ccc(Cl)cc3)CC2)c1	-4%	1	.	.
29	O=C(Nc1cccc(O)c1)c1cc2nc(-c3ccc(Br)cc3)cc(C(F)(F)F)n2n1	15%	-11	.	.
30	Cc1noc(C)c1CC(=O)N1CCCn2cc(-c3ccccc3F)nc21	4%	1	-5%	-6%
31	COCCCNC(=O)C1(C)CN(Cc2ccccc2)Cc2ccc(NCC(C)C)nc21 (stereo unspecified)	-19%[87.6 µM]	13	-1%[172 µM]	2%[88.5 µM]
32	CC(CCc1ccccc1)NC(=O)CC(c1cccc2c1OCO2)c1c[nH]c2ccccc12 (stereo unspecified)	-14%	8	-1%	i

nr	SNCA expr inhib	HEK cytotox	NIH3T3 tox
25	-15%	13%	i
26	-5%	-3%	-6%
27	?	.	.
28	0%	.	.
29	1%	.	.
30	-8%	?	0%
31	?	89µM*	?
32	7%	?	?

Further compounds follow:
nr	structure	HEK293 viab	IP6K1 inhibitor	Luciferase inh	GPT2 inhibitor
33	COc1ccc(Cn2c(=O)c(C(=O)N3CCC(C#N)CC3)nc3cccnc32)cc1	-17%	10	.	-5%
34	Fc1cccc(Cl)c1Cn1c(-c2cccs2)nc2ccccc21	-16%	4	.	.
35	CCC1CN(C(=O)NCc2cccc(OC)c2)c2ccccc2O1 (stereo unspecified)	10%	3	.	.
36	COc1cc(C(=O)N2CCN(c3ccc(Nc4ccccc4)nn3)CC2)cc(OC)c1OC	-3%	22	.	.
37	CC(C)c1nccn1CCCNc1nc(-c2ccncc2)nc2c1cnn2C	-14%	10	0%	-9%
38	O=c1cc(-c2ccccn2)oc2c(NC3CCOCC3)nccc12	-1%[87.6 µM]	-19	5%[172 µM]	i
39	NC(=O)c1cnc(-c2ccc(C3(N)CCC3)cc2)c(-c2ccccc2)c1	-19%&-16%	0	.	-9%
40	N[C@H]1CN(C(=O)C2CCN(C(=O)c3ccccn3)CC2)C[C@@H]1C1CC1	6%	-3	-3%	i

nr	SNCA expr inhib	HEK cytotox	NIH3T3 tox
33	1%	-15%	-26%
34	-20%	.	.
35	6%	.	.
36	?	.	.
37	-26%	?	?
38	-11%[87.6 µM]	-17%[172 µM]	14µM*
39	?	.	.
40	-12%	-1%	i

Further entries.
nr	structure	HEK293 viab	IP6K1 inhibitor	Luciferase inh	GPT2 inhibitor
41	O=C(COc1ccc([N+](=O)[O-])cc1)Nc1cccc2cccnc12	-3%	-4	.	.
42	O=C(NCc1ccncc1)C1CN(S(=O)(=O)c2cccnc2)CC12CCOCC2 (stereo unspecified)	-3%	13	-6%	i
43	c1ccc(CCc2nc3nccc(-c4ccco4)n3n2)cc1	1%	-11	-22%	0%
44	CC(=O)O[C@H]1CC2(C)[C@@H](C[C@@H](O)[C@H]3[C@@]4(C)CC[C@@H](O)[C@@H](C)[C@@H]4CC[C@@]32C)C1=C(CCC=C(C)C)C(=O)O (stereo partly specified)	-1%	.	.	i
45	CCOC(=O)c1ccccc1NC(=O)CSc1nc2ncccc2[nH]1	5%	13	.	.
46	COc1ccc(-c2nc(C)nc3c2CN(C(=O)C2CC2)CC3)cc1	9%[87.6 µM]	-5	.	i
47	COc1ccc(C(C)NC(=O)c2cc3c(n2C)CCN(Cc2ccccc2)C3)cc1OC (stereo unspecified)	-9%	-6	1%	4%
48	Cc1ccccc1Cn1c2ccccc2c2cnn(CC(=O)NCc3ccccn3)c(=O)c21	-13%	5	.	.

nr	SNCA expr inhib	HEK cytotox	NIH3T3 tox
41	-1%	.	.
42	-18%	-3%	-5%
43	17%	-15%	?
44	-8%	.	.
45	18%	.	.
46	51%[activator][87.6 µM]	-11%[172 µM]	-16%[138 µM]
47	-7%	?	-26%
48	-25%	.	.

The list goes on:
nr	structure	HEK293 viab	IP6K1 inhibitor	Luciferase inh	GPT2 inhibitor
49	COc1ccc(OC)c(C2C(C(N)=O)=C(C)Nc3nc(-c4cccc(Cl)c4)nn32)c1 (stereo unspecified)	-6%	-11	.	.
50	COc1ccc(-c2cn3c(n2)CO[C@@H](CNC(C)=O)C3)cc1	2%[87.6 µM]	-2	45µM*	0%[88.5 µM]
51	COC(=O)c1ccccc1NC(=O)Cn1cc(S(=O)(=O)Cc2ccccc2F)c2ccccc21	10%	-13	.	.
52	O=C(Nc1ccccc1F)N1CC2CCC(C1)N2Cc1ccc(-c2cc(F)cc(F)c2)cc1	-1%	-2	.	i
53	COc1ccc(C(=O)N2CCC3(C2)C(=O)Nc2ccccc23)cc1 (stereo unspecified)	-3%	-6	.	i
54	CCC(Sc1nc2ccccc2c2nc(CCn3c(C)nc4ccccc43)nn12)C(=O)Nc1ccc(F)cc1 (stereo unspecified)	-6%	-3	.	.
55	COc1ccc(S(=O)(=O)NC2(C(F)(F)F)NC(=O)N(CCc3ccccc3)C2=O)cc1 (stereo unspecified)	-1%	7	.	.
56	Cc1cccc(C)c1NC(=O)N1CCC(OC2CCN(S(C)(=O)=O)CC2)CC1	1%	11	-6%	i
57	CC(Sc1oc(-c2cccs2)nc1S(=O)(=O)c1ccccc1)c1ccccc1 (stereo unspecified)	8%	4	.	.

nr	SNCA expr inhib	HEK cytotox	NIH3T3 tox
49	27%	.	.
50	41%[activator][87.6 µM]	i	i
51	-21%	.	.
52	0%	?	?
53	27%	-1%	?
54	46%[activator]	.	.
55	44%	.	.
56	12%	9%	3%
57	18%	.	.

High-throughput results from PubChem.
